Compound activity from PubChem BioAssay.
TRHR PAM = qHTS for Small Molecule Agonists and Allosteric Enhancers of Human TRH Receptor: Primary Screen for Enhancers; Thyrotropin-releasing hormone receptor (Homo sapiens), P34981; enhancement, % at 2 µM; TRHR cells, fluo-8 calcium fluorescence, EC20 TRH enhancement; hit rate 0.66% among 360,000; in the data active = enhancement above about 30%; also: 0% is about no effect
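TRHR-expressing cells loaded with fluo-8 calcium dye were read kinetically (ex 480/em 530) during compound addition, then stimulated with an EC20 of TRH (10 nM final). Enhancement of the Gq-mediated intracellular calcium response was scored.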
USP1-UAF1 inh = Inhibitors of USP1/UAF1: Primary Screen | hit rate 0.23% among 390,000 | AID 743255, 2014 | recombinant USP1/UAF1, Ub-Rhodamine cleavage fluorescence | Potency, µM (doses to about 57.1 µM), for the others: at the highest dose activity change, negative = inhibition, hits mostly inhibitors | Ubiquitin carboxyl-terminal hydrolase 1 (Homo sapiens), O94782; also: potency is read from the fitted curve at half-maximal effect; % is scaled to controls: 0 for no effect and ±100 for the full control effect; nearly all actives have a fitted effect of over 60% in size; inactives centre near -12
Target sequence (O94782 whole entry, looked up): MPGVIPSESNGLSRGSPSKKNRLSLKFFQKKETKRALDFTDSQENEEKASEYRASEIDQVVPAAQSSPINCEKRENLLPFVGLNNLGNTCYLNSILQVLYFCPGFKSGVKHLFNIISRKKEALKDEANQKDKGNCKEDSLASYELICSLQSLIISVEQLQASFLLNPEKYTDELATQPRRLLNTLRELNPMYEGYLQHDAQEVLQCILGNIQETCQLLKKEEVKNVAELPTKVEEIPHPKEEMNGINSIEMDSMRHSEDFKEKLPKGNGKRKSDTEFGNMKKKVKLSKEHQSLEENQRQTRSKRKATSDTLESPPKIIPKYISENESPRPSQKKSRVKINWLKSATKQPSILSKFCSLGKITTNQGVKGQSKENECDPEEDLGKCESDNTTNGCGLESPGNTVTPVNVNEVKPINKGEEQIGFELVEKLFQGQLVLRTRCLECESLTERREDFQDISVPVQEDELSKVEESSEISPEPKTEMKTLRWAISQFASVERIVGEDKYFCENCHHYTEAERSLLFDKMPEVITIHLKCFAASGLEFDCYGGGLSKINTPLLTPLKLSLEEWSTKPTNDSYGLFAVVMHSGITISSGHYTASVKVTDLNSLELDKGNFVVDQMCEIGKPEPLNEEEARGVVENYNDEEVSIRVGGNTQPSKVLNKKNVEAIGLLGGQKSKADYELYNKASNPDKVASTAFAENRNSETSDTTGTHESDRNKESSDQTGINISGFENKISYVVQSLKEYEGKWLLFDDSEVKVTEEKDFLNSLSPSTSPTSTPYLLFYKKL
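USP1/UAF1 complex at 1 nM was preincubated with compound for 15 min at room temperature, then Ub-Rho substrate (150nM final) was added. Fluorescence (480/540 nm) was read kinetically, 6 reads every 60 seconds.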
TRHR agonist = qHTS for Small Molecule Agonists and Allosteric Enhancers of Human TRH Receptor: Primary Screen for Agonists; Thyrotropin-releasing hormone receptor (Homo sapiens), P34981; TRHR cells, calcium flux fluo-8, FDSS agonist mode; activation, % at 2 µM; hit rate 0.18% among 360,000; AID 493084, 2011; in the data active = activation above about 30%; also: 0% is about no effect
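Read-out: compound-evoked intracellular calcium rise in TRHR cells, fluo-8 dye, kinetic FDSS fluorescence at 1 s/cycle following a 10-cycle baseline. Cells cultured overnight before dye loading (30 min–1.5 h, RT).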
D2 antagonist = HTS Assay for Allosteric Antagonists of the Human D2 Dopamine Receptor: Primary Screen for Antagonists | D(2) dopamine receptor (Homo sapiens), P14416 | hit rate 2% among 340,000 | inhibition, % at 10 µM | HEK293 TREx D2 cells, calcium flux, dopamine EC80; in the data active = inhibition above about 30%; also: 0% is about no effect
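Cells plated overnight at 30 C with tetracycline; no-wash calcium dye, 30–90 min RT; 10 s baseline; compound pinned; 180 s read; EC80 dopamine added; another 180 s read.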
TrxR1 inh = qHTS Assay for Inhibitors of Mammalian Selenoprotein Thioredoxin Reductase 1 (TrxR1): qHTS | Thioredoxin reductase 1, cytoplasmic (Rattus norvegicus), O89049 | recombinant rTrxR1, NADPH fluorescence consumption, selenite substrate | Potency, µM (top dose mostly 114 µM), inactives show at the top dose activity change, negative = inhibition, actives largely listed as inhibitors | hit rate 1% among 390,000; also: potency is read from the fitted curve at half-maximal effect; % is scaled to controls: 0 for no effect and ±100 for the full control effect; nearly all actives have a fitted effect of over 65% in size
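Rat TrxR1 (90 nM in the dispensed reagent) was pre-reduced with 400 uM NADPH for 5 min at room temperature, then incubated with compound for 15 min. After 400 uM selenite was added, NADPH fluorescence (Ex 340/Em 450 nm) was followed for 8 min.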
TrxR1 substrate = qHTS Assay for Substrates of Mammalian Selenoprotein Thioredoxin Reductase 1 (TrxR1): qHTS | Thioredoxin reductase 1, cytoplasmic (Rattus norvegicus), O89049 | purified TrxR1 substrate turnover, NADPH consumption readout | Potency, µM (highest dose often 114 µM), without a hit: at the highest dose activity change, negative = substrate turnover | hit rate 0.01% among 390,000 | AID 588456, 2011; also: potency is read from the fitted curve at half-maximal effect; % is scaled to controls: 0 for no effect and ±100 for the full control effect; nearly all actives have a fitted effect of over 50% in size
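Rat TrxR1, dispensed at 90 nM, was prereduced with 400 uM NADPH (final) for 5 min at ~22 deg C, then incubated with compound 15 min before 400 uM selenite. A first-read NADPH fluorescence drop versus no-compound background flagged substrates.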
IDH1 R132H inh = qHTS for Inhibitors of mutant isocitrate dehydrogenase 1 (IDH1): qHTS; Potency, µM (highest dose often 76.6 µM), inactives show top-dose activity change, negative = inhibition, hits mostly inhibitors; Isocitrate dehydrogenase [NADP] cytoplasmic (Homo sapiens), O75874; hit rate 0.093% among 390,000; IDH1-R132H enzyme, NADPH consumption, diaphorase/resazurin fluorescence; also: potency is read from the fitted curve at half-maximal effect; % is scaled to controls: 0 for no effect and ±100 for the full control effect; nearly all actives have a fitted effect of over 65% in size
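IDH1-R132H (0.5 ug/mL dispensed) in pH 7.5 Tris buffer was preincubated 30 min with compound, then given a substrate mix of 0.016 mM NADPH and 2 mM alpha-KG for 80 min at room temperature; remaining NADPH was read by diaphorase/resazurin fluorescence.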
PI4K2A block = qHTS for small molecular inhibitors of PI4K2A; purified PI4K2A, ADP-Glo luminescence, 1 h; stronger effect = lower value; Phosphatidylinositol 4-kinase type 2-alpha (Homo sapiens), Q9BTU6; hit rate 0.13% among 420,000; activity change, negative = inhibition, % at 76.9 µM; in the data active = activity change below about -50%; inconclusive = mostly about -30% to -49%;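 also: -100% = wells without enzyme as full effect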
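In this quantitative HTS, ADP production by PI4K2A was quantified luminescently after 1 h at ambient temperature; 100 microM adenosine served as plate-quality control.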
D2 ag = HTS Assay for Allosteric Agonists of the Human D2 Dopamine Receptor: Primary Screen for Agonists; D(2) dopamine receptor (Homo sapiens), P14416; HEK293 T-REx D2 cells, calcium flux agonist mode; activation, % at 2 µM; hit rate 0.53% among 340,000; AID 485358, 2010;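 active = activation over 3 SD above normal in the single-dose calcium agonist read, cut at about 30% in these data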; also: 0% is about no effect
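Agonism scored from kinetic calcium signal (1 read/sec, 180 s) following compound pin transfer, after a 10 s baseline. Cells: HEK293 Trex line expressing inducible D2 receptor coupled to calcium, dye-loaded after overnight culture at 30 C.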
Active calls of the source: *; ? = inconclusive; . = not tested or not shown; [ ] = another dose, or the depositor's remark. Unless noted, calls follow the shape of the dose curve; as a rule, active = well fitted inhibition curve with a large enough effect; inconclusive = small, poorly fitted or top-dose-only effect; inactive = no such curve, though single readings can be large or run the other way.

1. Cc1cc(=O)[nH]c(SCCc2ccccc2)n1
2. CCc1ccc(CC2(O)CC(C)N(C)CC2C)cc1 (centres undefined)
3. CCCn1c(N)c(N(CCOC)C(=O)C2CCCC2)c(=O)[nH]c1=O
4. Cc1cnc(C(=O)OCc2cc(=O)n3c(C)cccc3n2)cn1
5. COc1ccccc1CNC(=O)CCC(=O)N1CCOc2ccc(Cl)cc21
6. COc1ccccc1N1CCN(S(=O)(=O)c2c(C)sc3ncn(CC(=O)Nc4ccccc4F)c(=O)c23)CC1

entry no.	1	2	3	4	5	6
TRHR PAM	-3	3	2	.	-2	-3
USP1-UAF1 inh	-10%	-10%	-3%	?	-14%	-24%
TRHR agonist	-0.2	0.4	0.2	.	0.0	-0.2
D2 antagonist	-12	-4	1	.	10	.
TrxR1 inh	4%	-19%	19%	10%[57.1 µM]	4%[57.1 µM]	3%
TrxR1 substrate	-6%	-9%	-2%	-3%[2.29 µM]	-4%[57.1 µM]	-3%
IDH1 R132H inh	1%	6%	1%	4%	10%	5%
PI4K2A block	0	3	-4	3	6	2
D2 ag	-0.8	1.8	0.1	.	0.5	0.3

7. COCCCNC(=S)NNC(=O)c1cccnc1
8. Cc1cc(C(=O)NCCc2ccc(Cl)cc2)c2c(C)nn(-c3ccccc3)c2n1
9. Cc1ccc(-c2c(C)sc3ncn(CC(=O)N4CCOCC4)c(=O)c23)cc1C
10. COc1cc(Cl)c(C)cc1NC(=O)Cn1ncc2c1-c1cc(C)ccc1OC2
11. S=C(Nc1ccccc1)N1CCCN1c1ccccc1
12. c1ccc(-c2nnnn2-c2ccccn2)cc1

entry no.	7	8	9	10	11	12
TRHR PAM	5	-6	-3	-9	0	.
USP1-UAF1 inh	-5%	-14%	-17%	0%	-2%	-9%
TRHR agonist	0.5	-1.7	-0.6	0.1	-0.2	.
D2 antagonist	-12	.	5	.	-3	.
TrxR1 inh	-22%	46%	6%	0%	11%	6%[2.29 µM]
TrxR1 substrate	-8%	55%[activator]	4%	-4%	0%	5%[2.29 µM]
IDH1 R132H inh	0%	-3%	5%	0%	2%	1%
PI4K2A block	5	-1	4	-1	-4	0
D2 ag	-0.4	0.3	-1.2	1.0	-0.8	.

13. COc1ccccc1N(CC(=O)NC1CCCCC1)C(=O)CCC(=O)Nc1nccs1
14. Cc1ccc(OCC(=O)N2c3ccccc3CC2C)c([N+](=O)[O-])n1 (centres undefined)
15. COc1ccc(Cc2nnc(Nc3ccc(C)cc3)o2)cc1OC
16. O=C(Nc1nnc(-c2cccs2)o1)c1ccc(S(=O)(=O)N2CCOCC2)cc1
17. NC(=O)C1=C[C@@H](C2CCCCC2)C[C@@H](OCc2ccc(CO)cc2)O1
18. Cc1ccc(C(=O)CSc2ccc(-c3ccncc3)nn2)cc1

entry no.	13	14	15	16	17	18
TRHR PAM	-2	-9	-1	-7	.	-4
USP1-UAF1 inh	0%	-8%	-21%	7%	-30%	-20%
TRHR agonist	-0.7	-0.4	-0.5	0.6	.	0.5
D2 antagonist	4	-11	-11	3	.	-16
TrxR1 inh	5%	12%	2%	-2%[57.1 µM]	6%[57.1 µM]	7%
TrxR1 substrate	3%[0.0914 µM]	1%	-4%	-1%[57.1 µM]	7%[57.1 µM]	6%
IDH1 R132H inh	-1%	-1%	-7%	-7%	-2%	-2%
PI4K2A block	-3	-1	3	-5	0	3
D2 ag	0.8	-0.3	-1.5	0.5	.	0.1

19. O=C(CCC1CCCN(C(=O)C2CCCC2)C1)NCc1ccc(F)c(F)c1 (centres undefined)
20. CCOC(=O)C1CCN(C(C)=C2C(=O)c3ccccc3C2=O)CC1
21. N/C(=N\NC(=O)c1sccc1OCc1ccc(Cl)cc1Cl)c1ccccn1
22. COc1ccc(OCc2nnc(NC(=O)Nc3ccccc3F)s2)cc1
23. O=Cc1ccc(OC(=O)Cc2ccc(F)cc2)cc1
24. c1ccc(CCCN2CCN(c3ccccc3)CC2)cc1

entry no.	19	20	21	22	23	24
TRHR PAM	-3	0	6	-5	-8	0
USP1-UAF1 inh	-12%	-15%	-17%	-18%	.	-20%
TRHR agonist	0.0	0.6	0.1	0.2	-0.3	0.0
D2 antagonist	2	9	.	8	2	79*
TrxR1 inh	-5%	-30%	16%	26%	.	7%[57.1 µM]
TrxR1 substrate	-9%	-5%	4%	4%	.	8%[57.1 µM]
IDH1 R132H inh	0%	7%	-4%	8%	.	3%
PI4K2A block	1	-6	2	2	.	0
D2 ag	1.8	-0.8	.	0.6	-1.3	13

25. CC(Oc1ccc(S(=O)(=O)N2CCCC2)cc1[N+](=O)[O-])C(=O)NC(C)c1ccccc1 (centres undefined)
26. Cc1ccc(Cl)cc1NS(=O)(=O)c1cc2[nH]c(=O)c(=O)[nH]c2cc1C
27. O=C(CS(=O)(=O)c1ccccc1)Nc1ccc(S(=O)(=O)Nc2ncccn2)cc1
28. Cc1ccc(/C=C/C2=NN(Cc3ccccc3)C(=O)CC2)cc1
29. CN(C)CC(=O)Nc1nc(-c2ccccc2)cs1
30. CC(C)Oc1ccc(S(=O)(=O)N2CCOCC2)cc1NC(=O)C1CCCCC1

entry no.	25	26	27	28	29	30
TRHR PAM	0	-3	4	2	-1	-2
USP1-UAF1 inh	-20%	-13%	-18%	-26%	-5%	-10%
TRHR agonist	0.0	-0.1	0.1	-0.7	0.5	-0.8
D2 antagonist	2	-12	9	-18	5	-2
TrxR1 inh	21%	3%	17%[57.1 µM]	-5%	2%[57.1 µM]	5%
TrxR1 substrate	8%	0%	8%	-7%	4%	1%
IDH1 R132H inh	4%	16%	3%	2%	0%	8%
PI4K2A block	-1	-2	-3	5	4	-2
D2 ag	0.0	-0.3	-4.7	-0.5	1.0	-0.5

Shown with tabs: part of the list above
item	molecule	TRHR PAM	USP1-UAF1 inh	TRHR agonist	D2 antagonist	TrxR1 inh	TrxR1 substrate	IDH1 R132H inh	PI4K2A block	D2 ag
25	CC(Oc1ccc(S(=O)(=O)N2CCCC2)cc1[N+](=O)[O-])C(=O)NC(C)c1ccccc1 (centres undefined)	0	-20%	0.0	2	21%	8%	4%	-1	0.0
26	Cc1ccc(Cl)cc1NS(=O)(=O)c1cc2[nH]c(=O)c(=O)[nH]c2cc1C	-3	-13%	-0.1	-12	3%	0%	16%	-2	-0.3
27	O=C(CS(=O)(=O)c1ccccc1)Nc1ccc(S(=O)(=O)Nc2ncccn2)cc1	4	-18%	0.1	9	17%[57.1 µM]	8%	3%	-3	-4.7
28	Cc1ccc(/C=C/C2=NN(Cc3ccccc3)C(=O)CC2)cc1	2	-26%	-0.7	-18	-5%	-7%	2%	5	-0.5
29	CN(C)CC(=O)Nc1nc(-c2ccccc2)cs1	-1	-5%	0.5	5	2%[57.1 µM]	4%	0%	4	1.0

(more compounds)
31. Cc1ccc(S(=O)(=O)N2[C@@H](c3ccc(F)cc3)C(C(=O)O)=CC[C@H]2c2ccc3c(c2)OCO3)cc1
32. O=C(CN1CCN(c2ccc(F)cc2)CC1)Nc1cc(C(F)(F)F)ccc1Cl
33. COc1ccccc1OCCNC(=O)CN1C(=O)NC2(CCCC2)C1=O
34. Cc1ccccc1C(=O)Nc1cccc(NC(=S)NC(=O)c2cccs2)c1
35. COc1ccc(C2C(C(=O)c3sc(C)nc3C)=C(O)C(=O)N2CCN(C)C)cc1OC (centres undefined)
36. Cc1cc(C)n2nc(C(=O)OCC(=O)N3CCC3)nc2n1

entry no.	31	32	33	34	35	36
TRHR PAM	1	-5	-3	10	0	-6
USP1-UAF1 inh	-24%	?	?	-22%	-8%	-7%
TRHR agonist	0.0	0.4	0.7	-0.2	2.2	0.7
D2 antagonist	-5	-6	-3	-27	5	15
TrxR1 inh	11%[57.1 µM]	0%[57.1 µM]	-1%	0%	8%[57.1 µM]	4%[57.1 µM]
TrxR1 substrate	9%[57.1 µM]	-5%[57.1 µM]	0%	6%	-4%[57.1 µM]	6%[57.1 µM]
IDH1 R132H inh	8%	2%	2%	5%	13%	-4%
PI4K2A block	-1	-6	-5	8	5	1
D2 ag	0.9	2.5	0.8	0.5	1.1	0.5

37. COC(=O)/C=C1\S/C(=N/N=C/c2ccccc2)NC1=O
38. CCOc1cc(S(=O)(=O)n2c(C)nc3ccccc32)ccc1F
39. CN(CCNC(=O)C1CC(=O)N(c2ccc(F)c(Cl)c2)C1)Cc1ccccc1 (centres undefined)
40. Cc1cccc(N(C)C(=O)CCS(=O)(=O)c2ccc3c(c2)n(C)c(=O)c(=O)n3C)c1
41. COc1ccc(C(OCC(O)CNCCc2ccc(S(N)(=O)=O)cc2)c2ccc(OC)cc2)cc1 (centres undefined)
42. COc1ccc(-c2ccc3c(c2)S(=O)(=O)c2cccc(C(=O)NC[C@@H]4CCCO4)c2C3=O)cc1OC

entry no.	37	38	39	40	41	42
TRHR PAM	9	-5	-6	5	-4	3
USP1-UAF1 inh	-15%	-15%	-1%	15%	-17%	-16%
TRHR agonist	0.0	0.1	0.2	1.0	2.5	-0.3
D2 antagonist	-1	15	14	.	13	-10
TrxR1 inh	-27%	8%[57.1 µM]	-15%	-4%	9%	?
TrxR1 substrate	-19%	6%	10%	5%	4%	-8%[57.1 µM]
IDH1 R132H inh	2%	7%	2%	.	5%	-5%
PI4K2A block	0	-2	0	-3	-11	-8
D2 ag	-0.1	-0.1	-1.0	0.6	1.8	-0.6
